# Source: PubChem BioAssay
# AmpC detergent = qHTS Inhibitors of AmpC Beta-Lactamase (assay with detergent) | P00811 | AmpC hydrolysis of nitrocefin, absorbance 480 nm, 0.01% Triton | Potency, µM (series often up to 114 µM), inactives show at the highest dose activity change, negative = inhibition, usual class: inhibitors | hit rate 0.041% among 370,000;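 also: potency is read from the fitted curve at half-maximal effect; 0% = no-compound wells and -100% = no-enzyme wells; nearly all actives have a fitted effect of over 25% in size; some results filed as inactive show a strong effect at the top dose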
# Target sequence (P00811 whole entry, looked up): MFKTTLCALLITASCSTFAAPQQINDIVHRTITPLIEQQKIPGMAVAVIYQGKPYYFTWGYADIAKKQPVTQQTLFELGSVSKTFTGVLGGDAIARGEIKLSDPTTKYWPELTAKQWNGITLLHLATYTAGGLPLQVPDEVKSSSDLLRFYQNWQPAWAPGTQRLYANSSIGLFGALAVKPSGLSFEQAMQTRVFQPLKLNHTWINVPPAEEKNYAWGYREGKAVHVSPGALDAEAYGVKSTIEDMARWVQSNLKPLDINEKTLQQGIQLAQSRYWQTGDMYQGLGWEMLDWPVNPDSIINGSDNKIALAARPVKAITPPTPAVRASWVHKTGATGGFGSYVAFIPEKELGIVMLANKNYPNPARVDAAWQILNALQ
#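 AmpC (5.3 nM in the dispensed reagent) in 20 mM phosphate pH 7.0 with 0.01% (detergent screen) or 0.0001% Triton X-100 was preincubated with compounds for 15 min at room temperature. Nitrocefin was then added from an 800 uM solution, and hydrolysis was followed at 480 nm.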
# FBPA Giardia inh = qHTS Assay for Inhibitors of Fructose-1,6-bisphosphate Aldolase from Giardia Lamblia; hit rate 0.71% among 290,000; Potency, µM (series often up to 59.6 µM), for inactives: at the top dose activity, negative = inhibition, actives largely listed as inhibitors; A8B2U2; purified Giardia FBPA; also: potency is read from the fitted curve at half-maximal effect; nearly all actives have a fitted effect of over 55% in size
# Target sequence (A8B2U2 whole entry, looked up): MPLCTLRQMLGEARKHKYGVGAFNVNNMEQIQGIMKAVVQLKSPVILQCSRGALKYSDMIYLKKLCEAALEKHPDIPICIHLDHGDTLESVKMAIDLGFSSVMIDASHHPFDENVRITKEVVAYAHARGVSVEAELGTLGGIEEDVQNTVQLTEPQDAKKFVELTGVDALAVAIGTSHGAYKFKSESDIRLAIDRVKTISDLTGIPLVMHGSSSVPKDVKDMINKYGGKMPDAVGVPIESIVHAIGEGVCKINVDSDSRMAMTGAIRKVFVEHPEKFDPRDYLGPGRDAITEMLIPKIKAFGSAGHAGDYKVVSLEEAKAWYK
#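 Giardia FBPA (40 nM reagent) was preincubated 10 min at RT with compound (up to 57.5 uM final), then substrate plus GAPDH/TPI/NAD/arsenate coupling system with diaphorase/resazurin was added; resorufin fluorescence (525/598 nm) was read after 20 min.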
# AmpC inh no detg = qHTS Inhibitors of AmpC Beta-Lactamase (assay without detergent) | Potency, µM (doses to about 57.1 µM), for the others: top-dose activity change, negative = inhibition, usual class: inhibitors | AmpC nitrocefin hydrolysis, absorbance 480 nm, 0.0001% Triton | hit rate 0.52% among 330,000 | AID 485341, 2010;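 also: potency is read from the fitted curve at half-maximal effect; plate controls were no compound for no effect and no enzyme for full effect; nearly all actives have a fitted effect of over 20% in size; some results filed as inactive show a strong effect at the top dose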
#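 AmpC (5.3 nM in the dispensed reagent) in 20 mM phosphate pH 7.0 with 0.01% (detergent screen) or 0.0001% Triton X-100 was preincubated with compounds for 15 min at room temperature. Nitrocefin was then added from an 800 uM solution, and hydrolysis was followed at 480 nm.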
# AMA1 RON2 block = qHTS for Inhibitors of AMA1-RON; Towards Development of Antimalarial Drug Lead: Primary Screen; Plasmodium falciparum AMA1 (3D7) - RON2 peptide interaction; AlphaScreen AMA1-biotinylated RON2 peptide binding; Potency, µM (doses to about 58.2 µM), inactives show at the top dose activity change, negative = inhibition, most hits filed as inhibitors; hit rate 0.2% among 360,000; AID 720542, 2013;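 also: potency is read from the fitted curve at half-maximal effect; 0% = vehicle wells and -100% = peptide control; nearly all actives have a fitted effect of over 45% in size; some results filed as inactive show a strong effect at the top dose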
#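 AMA1 (3D7) with his tag at 25 nM final met compounds first, then biotinylated RON2 peptide at 25 nM; detection used donor plus acceptor beads, 10 µg/mL apiece, read by AlphaScreen after 30 min at room temperature.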
# Sm TGR inh = qHTS Assay for the Inhibitors of Schistosoma Mansoni Peroxiredoxins. purified TGR, DTNB reduction, TNB absorbance 405 nm. Potency, µM (doses to about 114 µM), inactives show at the highest dose activity change, negative = inhibition, actives largely listed as inhibitors. hit rate 3% among 360,000. AID 485364, 2010; also: potency is read from the fitted curve at half-maximal effect; nearly all actives have a fitted effect of over 60% in size
#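 TGR 20 nM + NADPH 100 uM (dispensed conc.), cpd preinc 15 min RT; start with NADPH (500 uM addition) then DTNB (15 mM addition). Kinetic TNB absorbance, 405 nm filter. Four-parameter Hill fit across titration.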
# HCMV antiviral = qHTS Assay for inhibitors of the human cytomegalovirus (HCMV). hit rate 4.5% among 410,000. activity change, negative = inhibition, % at 57.5 µM. HFF cells, HCMV-luciferase reporter, 72 h; stronger effect = lower value; in the data active = activity change below about -60%; inconclusive = no clear call, values can overlap the other calls; inactive = above about -39%
#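 HFF cells seeded 16 h at 37C, treated with compounds, infected with luciferase-reporter HCMV at MOI 1 PFU/cell; luciferase read at 72 h post infection, normalized to buffer-only and Salinomycin controls.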
# The depositor's hits bear a star; ? = inconclusive; nt = no result given; & = joins results of further samples; [ ] = dose if it differs, or a comment. Unless noted, calls follow the shape of the dose curve; as a rule, active = well fitted curve in the direction sought with a large enough effect; inconclusive = small, poorly fitted or top-dose-only effect, or another doubt; inactive = no such curve, though single readings can be large; an effect the other way counts as inactive or inconclusive. Unless noted, % is scaled to controls: 0 for no effect and ±100 for the full control effect.
Compound | AmpC detergent | FBPA Giardia inh | AmpC inh no detg | AMA1 RON2 block | Sm TGR inh | HCMV antiviral
NS(=O)(=O)c1ccc(CCNC(=O)c2ccc3ccccc3n2)cc1 | 2.9% | -12.1% | -43.0% | 5.7% | 4.7% | 84.0
NC1=NC(=Nc2ccccc2)c2ccccc21 | -3.2% | -8.4% | -14.9% | 15.1% | -28.8% | 28.8
COc1cccc(Nc2nc(N)nc(CCl)n2)c1 | 3.9% | -2.5% | -26.0% | 6.9% | 20µM* | -79.6*
CCOc1ccccc1-n1c(C)cc(C=O)c1C | 1.4% | -24.7% | -9.9% | -5.1% | -0.9% | ?
O=C(CCN1CCc2ccccc2C1)Nc1cccc(F)c1 | ? | ? | -14.9% | -10.5% | -0.4% | 17.0
COC(=O)/C=C1/N/C(=N\c2nc(C)cc(C)n2)N(c2ccc(C)c(C)c2)C1=O | -8.4% | -24.2% | -8.7% | 9.0% | -6.0% | -7.4
COc1ccc(NS(=O)(=O)c2ccc(C)c(C(=O)N3CCCCCCC3)c2)cc1 | ? | nt | 6.0% | 0.4% | -10.0% | -18.2
Cc1ccc(C)c(NC(=O)C2CCCN2S(=O)(=O)c2ccc3c(c2)n(C)c(=O)c(=O)n3C)c1 (stereo unspecified) | 9.7%&-10.4% | -5.9% | 1.3% | -1.3% | 3.2%&-11.1% | ?
CCOc1ccc(CNC(=O)C2CCN(S(=O)(=O)c3ccc4c(c3)CCCC(=O)N4)CC2)cc1 | -11.1% | -9.5% | 44.2%[activator] | 4.8% | -13.5% | 1.2
COCCCNc1nc2c(-c3ccc(Cl)cc3)nnn2c2ccccc12 | ? | 1.1% | -12.2% | 14.6% | -0.3% | -3.6
CC1CCN(C(=O)c2ccc(CNc3c(N4CCCC4)c(=O)c3=O)cc2)CC1 | -0.3% | -4.1% | -18.6% | 4.8% | 10.6% | -38.9
CCOc1ccc(NC(=O)Cn2nnc(C(=O)NCCc3ccccc3)c2N)cc1 | 2.5% | nt | nt | nt | 1.2% | -37.0
O=C(/C=C/c1ccccc1Cl)c1ccc(O)cc1 | -9.3% | -0.6% | -47.9% | -2.0% | 44.7µM* | 5.3
O=S(=O)(c1ccccc1Cl)N1CCC(Cc2ccccc2)CC1 | 1.5% | 6.1% | -24.4% | 21.5% | 1.4% | 22.3
Cc1cc(NC(=O)c2sc(Nc3ccc(F)c(Cl)c3)nc2N)no1 | -3.5% | 1.2% | 20µM* | 13.4% | -3.6% | -33.3
N#C/C(=C/c1ccccc1[N+](=O)[O-])c1nnc2n1CCCCC2 | -2.3% | 0.6% | -7.5% | 7.5%[11.6 µM] | 5.7% | -60.3*
Cc1cccc(N2CCN(c3ccc(C(=O)O)cc3NC(=O)c3ccccc3F)CC2C)c1 (stereo unspecified) | 1.4% | nt | nt | nt | -9.7% | -4.8
COc1ccccc1/C=C/CN1CCC(Oc2cc(C(=O)NC3CC3)ccc2OC)CC1 | 0.9% | nt | 50.9% | -1.3% | -32.1% | 0.0
O=C(Cn1c(NCCO)nc2ccccc21)NCCc1ccc(F)cc1 | -6.5% | 17.7% | 5.7% | 35.5%[activator] | -0.6% | 11.6
CSc1nc2ncnc(N)c2[nH]1 | 0.0% | ? | -1.5% | 64.8%[activator] | 2.0% | -14.8
COc1ccc(Cc2nnc(SCC(=O)Nc3ccc(C)cc3)n(N)c2=O)cc1 | -11.0% | nt | -9.7% | 53.9%[activator] | 1.4% | 21.3
Cc1cccc(CS(=O)(=O)c2ncc(Cl)c(C(=O)Nc3nnc(C(C)C)s3)n2)c1 | -1.1%&-2.3% | nt | 16.1% | 65.8%[activator] | 39.8µM* | -99.9*
CN(CCc1cnn(C)c1)Cc1cn[nH]c1-c1ccc(-c2ccccc2)cc1 | 1.7% | 4.5% | 33.9% | -5.3% | -10.5%[57.1 µM] | nt
CC(C)(C)CN1CCNC[C@H]1Cc1ccc(O)cc1 | -14.4% | nt | -18.2% | -1.4% | -20.8% | 6.5
O=C(NCCN1CCN(C(=O)c2ccc([N+](=O)[O-])cc2)CC1)C(=O)NCc1ccccc1 | 3.1% | 7.2% | 49.4% | -3.6% | 5.6% | -39.3
COc1ccc(-c2nn3c(-c4ccco4)nnc3s2)cc1OC | -5.6% | 4.2% | 59.1% | -15.0% | ? | 13.7
Cc1sc(C(=O)Nc2ccc3ccccc3c2)cc1CC(=O)O | ? | 1.6% | 71.2%[activator] | 2.0% | 2.7% | -13.0
CC(=O)N1CCN(S(=O)(=O)c2ccc(S(=O)(=O)NCC(C)C)cc2)CC1 | 4.2% | -2.7% | 18.8% | 14.1% | -4.1% | nt
Cn1c(=O)c2c(nc(SCC(=O)Nc3ccccc3)n2C)n(C)c1=O | ? | 5.8% | -7.4% | -2.4% | -0.7% | -6.2
O=C(NC(=S)Nc1ccc(S(=O)(=O)Nc2nccs2)cc1)c1cccc(F)c1 | ? | ? | -25.9% | 15.6% | -7.4% | 0.7
O=C(COC(=O)CSc1ccccc1)Nc1ccc(F)cc1F | nt | nt | -18.6% | -2.3% | nt | -18.0
CC(=O)c1ccc(OCc2cc(C(=O)N3CC[C@@H]4CCCC[C@H]4C3)no2)cc1 | 1.3% | -6.3% | 94.0%[activator] | -18.7% | 12.6µM* | 42.0
O=C(C1CCN(Cc2ccc(OCc3ccccc3)cc2)CC1)N1CCCC1 | -4.0% | -16.2% | 48.1% | -16.1% | -4.4% | 51.3
COc1ccc(NC(=O)CSc2nc3ccccc3c(=O)n2-c2ccc3c(c2)OCO3)c(OC)c1 | -6.7% | 1.2% | -5.5% | 6.5% | 15.7% | -34.3
Cc1ccc(C(=O)NNC(=S)NC(=O)c2ccco2)cc1 | 5.8% | 12.6% | -19.7% | 66.7%[activator] | nt | 3.8
O=C(CSc1ccccn1)Nc1nc2ccc(Br)cc2s1 | ? | 3.8% | -32.6% | 3.3% | 12.9% | 1.6

# Taken from above for reference:
Compound | AmpC detergent | FBPA Giardia inh | AmpC inh no detg | AMA1 RON2 block | Sm TGR inh | HCMV antiviral
O=C(NCCN1CCN(C(=O)c2ccc([N+](=O)[O-])cc2)CC1)C(=O)NCc1ccccc1 | 3.1% | 7.2% | 49.4% | -3.6% | 5.6% | -39.3
COc1ccc(-c2nn3c(-c4ccco4)nnc3s2)cc1OC | -5.6% | 4.2% | 59.1% | -15.0% | ? | 13.7

# Next records.
Compound | AmpC detergent | FBPA Giardia inh | AmpC inh no detg | AMA1 RON2 block | Sm TGR inh | HCMV antiviral
CC(C)N(C(=NCc1ccccc1)NC(=O)c1ccccc1)C(C)C | ? | nt | 81.7%[activator] | -4.5% | -0.7% | -88.7*
CCOc1ccc(CNc2nnnn2C)cc1OC | 13.6% | -1.9% | 10.3% | -7.6% | 34.6% | 26.0
COc1ccc(C)cc1NC(=O)c1ccc2c(O)c(S(=O)(=O)c3ccccc3)c(=O)[nH]c2c1 | 2.6% | 22.2% | -27.1% | -16.5% | -6.9% | -7.6
CCCCCc1nnc(NC(=O)C2COc3ccccc3O2)s1 (stereo unspecified) | -5.5% | 14.0% | -18.6%[11.4 µM] | -5.2% | 7.6% | -9.5
CN(C(=O)COC(=O)/C=C/c1ccc(S(=O)(=O)N2CCc3ccccc32)cc1)C1CCS(=O)(=O)C1 (stereo unspecified) | 5.5% | -0.5% | 6.6% | -8.6% | -1.0% | 23.1
COc1cccc(NC(=O)CN(C)C(=O)CCNS(=O)(=O)c2ccc(C)cc2)c1 | -7.8% | nt | -14.3% | -0.6% | -4.6% | -30.9
O=C(CCCN1C(=O)/C(=C\c2ccccc2)SC1=S)Nc1cccc(C(=O)O)c1 | 5.1% | 11.5% | -27.6% | -20.7% | -2.4% | -16.1
COC(=O)CSc1nnc2cc(C)c3ccccc3n12 | -3.5% | -4.4% | -1.0% | 2.0% | 4.3% | -17.1
COc1ccc(CCNC(=O)c2cccc3c2C(=O)N(C2CCCCC2)C3)cc1OC | -1.0% | nt | 125.9%[activator] | -11.2% | -0.7% | -11.3
COCCN(Cc1cn[nH]c1-c1ccc2cc(OC)ccc2c1)C(C)C | -1.0% | 13.0% | 1.3% | -1.5% | -1.1% | 34.8
O=c1cnnc(Nc2ccccc2)[nH]1 | 0.3% | 1.3% | -10.4% | -2.2% | 41.7%[activator] | -29.9
CCOC(=O)c1c(NC(=O)C2CCN(S(=O)(=O)c3ccc(Cl)cc3)CC2)sc2c1CCCC2 | 0.3% | 0.8% | -12.5% | -5.7% | 8.4% | -10.4

# Quoted from the listing:
# AmpC inh no detg result of O=C(NC(=S)Nc1ccc(S(=O)(=O)Nc2nccs2)cc1)c1cccc(F)c1 : -25.9%
# Sm TGR inh result of Cn1c(=O)c2c(nc(SCC(=O)Nc3ccccc3)n2C)n(C)c1=O : -0.7%
# HCMV antiviral result of Cc1cccc(N2CCN(c3ccc(C(=O)O)cc3NC(=O)c3ccccc3F)CC2C)c1 (stereo unspecified) : -4.8

# The list continues.
Compound | AmpC detergent | FBPA Giardia inh | AmpC inh no detg | AMA1 RON2 block | Sm TGR inh | HCMV antiviral
Cc1cccc(OC(C)C(=O)N/N=C\c2ccncc2)c1 (stereo unspecified) | 2.5% | 3.0% | -11.3% | 7.5% | 0.2% | ?
COc1ccc(/C=N/OCC(=O)N(Cc2ccccc2)c2ccccc2C(=O)O)cc1 | ? | ? | -6.6% | -2.6% | -1.3% | 0.8
COc1ccc2c(C)cc(SCC(=O)N3CCOCC3)nc2c1 | ? | 1.9% | 12.7% | 10.0% | -20.4% | 33.1
Cc1ccc(Nc2nnc(SC(C)C(=O)NCC3CCCO3)s2)cc1C (stereo unspecified) | ? | nt | 1.3% | -1.2% | -10.8% | -31.1
CC(=O)Nc1ccc(S(=O)(=O)NCC(=O)NCCc2ccc(S(N)(=O)=O)cc2)cc1 | -7.1% | 3.2% | -20.5% | -9.2% | 1.5% | -31.9
Nc1cc(-c2ccc(Cl)cc2)nn1-c1ccccc1 | 1.7% | 1.0% | -26.7% | -2.0% | -13.6% | -18.2
Cc1cccc(-c2nc3scc(CCNC(=O)c4ccc(Br)o4)n3n2)c1 | 19.7% | nt | nt | nt | 2.4% | -4.0
CCC(=O)NC(=S)Nc1cccc(NC(=O)c2ccccc2)c1 | 1.6% | -1.2% | -37.1% | 9.6% | ? | -25.7
O=C(c1ccco1)c1cn(CC(=O)N2CCCCCC2)c2ccccc12 | 3.5% | 2.6% | -4.4% | -17.1% | -1.4% | -39.4
COC(=O)c1ccccc1NC(=O)Cc1nc(-c2ccc(OC)cc2)no1 | 1.9% | nt | nt | nt | -5.2% | -2.5
NC(N)=NCCCC(NC(=O)c1ccccc1)C(=O)Nc1ccc2ccccc2c1 (stereo unspecified) | ? | nt | -10.8% | -3.8% | -3.8% | 3.5
O=C(OCC(=O)c1c[nH]c2ccccc12)c1cccc(O)c1 | -4.8% | -1.7% | -51.5% | 2.6% | 1.0% | 5.3
